HTR1E agonist: 5-HT1E (human) receptor agonism. P28566. CHO 5-HT1E Ga15 NFAT-bla reporter, FRET; 0% DMSO wells, 100% control agonist wells. activation, % at 6 µM. 65,000 compounds, 0.69% hits. AID 574;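 active = activation above a set limit, the screen-wide mean activation plus 3 SD, cut at about 8.5% in these data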;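 also: 100% = positive control agonist at 1 µM giving full maximal response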
SF1 activator: activators of human nuclear receptor SF-1; Q13285; CHO-K1 Gal4-SF-1 LBD luciferase reporter; % increase over DMSO SF-1-specific signal; activation, % at 10 µM; 65,000 compounds, 1.9% hits; AID 522;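 active = activation above the mean activation of all tested compounds plus 3 SD, cut at about 50% in these data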
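Material: Transient Gal4-SF-1 LBD reporter, CHO-K1 | Input: 4,000 cells/well | Dosing: One dose, 10 µM compound, 1% DMSO | Incubation: 20 h compound treatment, 37 °C | Detection: SteadyLite luciferase luminescence | Evaluation: Percent activation relative to DMSO median and mock-transfected background | Benchmarks: DMSO-treated SF-1-transfected cells as negative, DMSO-treated mock-transfected cells lacking SF-1 as background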
S1P1 ag pot: S1P1 (human) agonism or agonism potentiation. S1P1 CRE-bla cells, forskolin, beta-lactamase FRET, potentiator mode; S1P1 agonist co-added at EC20, 2 nM; 100% = saturating reference agonist, 0% = basal. activation, % at 9.5 µM. 56,000 compounds, 0.57% hits. AID 449;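 active = activation above a cutoff set at the mean activation of all tested compounds plus 3 SD, cut at about 54% in these data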;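 also: forskolin at 4 µM as EC80 and the EC20 agonist is SEW2871; 100% = SEW2871 at its EC100 plus forskolin at EC80; some compounds past the cut are filed as inactive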
tolC growth inh: growth inhibitors of E. coli BW25113 tolC mutant. OD615. growth inhibition, % at 10 µM (by protocol). 65,000 compounds, 2.2% hits. AID 573;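 active = growth inhibition at or above a cutoff equal to the mean over every tested compound plus 3 SD, cut at about 60% in these data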;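 also: growth measured after 20 h incubation at 37 °C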
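Test system – E. coli BW25113 ΔtolC::kan, tolC deletion mutant strain · Detection – OD at 615 nm · Buffer or medium – LB with kanamycin 50 µg/mL · Times – 20 h compound exposure of bacteria at 37 °C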
RORa activator: RORA (human) activation | CHO-K1 Gal4-RORA LBD luciferase reporter, luminescence; percent increase over mock-subtracted basal signal | 65,000 compounds, 1.5% hits | activation, % at 10 µM | AID 560;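 active = activation above the mean of all tested compounds plus 3 SD, cut at about 49% in these data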;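 also: 0% = DMSO-treated RORA cells and 100% = added signal equal to DMSO minus mock-transfected cells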
Target sequence (P35398 whole entry, looked up, the tested form may be a part): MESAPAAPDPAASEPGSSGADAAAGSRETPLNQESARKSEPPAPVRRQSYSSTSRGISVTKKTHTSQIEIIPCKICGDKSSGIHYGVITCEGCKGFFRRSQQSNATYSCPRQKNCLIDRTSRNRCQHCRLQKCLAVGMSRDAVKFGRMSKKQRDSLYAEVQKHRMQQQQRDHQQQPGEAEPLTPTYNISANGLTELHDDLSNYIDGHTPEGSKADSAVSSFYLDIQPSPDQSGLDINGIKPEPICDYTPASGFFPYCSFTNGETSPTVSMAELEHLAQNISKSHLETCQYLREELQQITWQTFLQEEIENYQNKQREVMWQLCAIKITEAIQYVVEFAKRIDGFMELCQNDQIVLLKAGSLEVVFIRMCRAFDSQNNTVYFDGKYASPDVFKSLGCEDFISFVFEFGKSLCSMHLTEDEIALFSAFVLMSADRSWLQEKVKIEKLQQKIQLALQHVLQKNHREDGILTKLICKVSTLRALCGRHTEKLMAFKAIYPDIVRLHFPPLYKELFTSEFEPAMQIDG
S1P3 ag: agonists of human S1P3 receptor | 60,000 compounds, 0.1% hits | S1P3 NFAT-BLA reporter cells, agonism, FRET ratio; relative to 1 µM S1P, basal subtracted | AID 373 | Q99500 | activation, % at 4.5 µM;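 active = activation above the screen-wide mean plus 3 SD, cut at about 4.5% in these data, passing the limit was not always enough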; also: some compounds called inactive have numbers as strong as hits
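Measure – % activation relative to 1 µM S1P (100%), per plate · System – stable CHO line with human S1P3, Gα16, NFAT-BLA reporter · Timing – cells plated overnight, compound 4 h 37 °C, substrate 2 h RT · Technique – fluorescent BLA substrate, ex 405 nm, em 460/535 nm ratio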
5HT1E antag: antagonists of human 5-HT1E serotonin receptor; CHO 5-HT1E Ga15 NFAT-bla reporter, FRET, antagonist; inhibition, % at 6 µM; P28566; 65,000 compounds, 0.99% hits;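 active = inhibition above a set limit, the mean inhibition across every tested compound plus 3 SD, cut at about 29% in these data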;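 also: signal is the 460 over 535 nm emission ratio of beta-lactamase substrate; 0% = agonist plus DMSO wells and 100% = wells without agonist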
5-HT1A blocker: antagonists of human 5-HT1a serotonin receptor; inhibition, % at 10 µM; 62,000 compounds, 0.68% hits; P08908; CHO 5-HT1a Ga15 NFAT-bla reporter, antagonist mode; AID 612;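 active = inhibition above the mean of all tested compounds plus 3 SD, cut at about 43% in these data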;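 also: receptor stimulated by 5-CT agonist at 100 nM near EC80; beta-lactamase reporter measured by ratiometric fluorescence of a cleavable substrate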
Target sequence (P08908 whole entry, looked up): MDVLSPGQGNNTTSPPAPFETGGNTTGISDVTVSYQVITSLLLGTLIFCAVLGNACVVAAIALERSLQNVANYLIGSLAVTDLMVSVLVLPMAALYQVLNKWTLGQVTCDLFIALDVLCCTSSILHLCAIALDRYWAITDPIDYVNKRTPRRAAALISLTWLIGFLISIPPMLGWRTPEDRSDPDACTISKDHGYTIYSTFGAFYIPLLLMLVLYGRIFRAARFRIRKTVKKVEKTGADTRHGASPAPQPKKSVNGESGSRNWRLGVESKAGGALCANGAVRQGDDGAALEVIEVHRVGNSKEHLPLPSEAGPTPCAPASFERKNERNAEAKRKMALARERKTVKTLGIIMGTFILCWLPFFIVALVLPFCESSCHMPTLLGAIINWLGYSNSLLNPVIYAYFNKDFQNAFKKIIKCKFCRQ
AP ELISA ortho: orthogonal test for alternative complement pathway inhibitors. Human serum alternative complement pathway, LPS-coated ELISA, C3 deposition; tested in compound mixtures. inhibition, % at 5 µM. 62,000 compounds, 0.08% hits. AID 1235;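 active = inhibition above 30% in each of the two pooled mixtures holding the compound, so the lower value exceeds 30%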;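 also: 0% = serum in Mg-EGTA without compound and 100% = EDTA serum blank; some compounds past the cut are filed as inactive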
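Test system: human serum alternative complement pathway, C3 deposition on LPS-coated wells; also added: Plate-bound LPS; doses: 5 µM per compound in ten-compound mixtures; schedule: 1 h at 37 °C; detection: Anti-C3 ELISA, OD 450 nm; evaluation: percent inhibition of C3 deposition onto LPS; repeats: two pool placements per compound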
Active calls of the source: *; . = no result given.

SMILES	HTR1E agonist	SF1 activator	S1P1 ag pot	tolC growth inh	RORa activator	S1P3 ag	5HT1E antag	5-HT1A blocker	AP ELISA ortho
CC1CCCCC1NC(=O)CN(C)S(=O)(=O)c1cccc2nsnc12 (centres undefined)	-0.1	14	-4	6	-18	-0.9	2	-2	3
O=C(CNS(=O)(=O)c1ccc(Br)s1)N1CCN(c2ncccn2)CC1	-0.9	-3	10	-8	4	-0.6	7	8	-15
O=C(Oc1cccnc1)c1cc2ccccc2oc1=O	0.5	-9	.	-17	6	-1.3	5	-2	4
O=C(C1CCN(C2CC(=O)N(c3ccc(F)cc3)C2=O)CC1)N1CCOCC1 (centres undefined)	-0.3	2	1	-17	-25	0.9	2	-6	3
Cc1ccc(N(C(=O)CCC(=O)Nc2cc(C)on2)C(C(=O)NC2CCCC2)c2ccncc2)cc1 (centres undefined)	1.8	2	12	-1	29	-0.5	-6	3	-5
CCOc1ccc(NC(=O)CCC(=O)n2nc(C)cc2C)cc1	-1.3	-3	-9	1	10	0.5	0	-2	5
CC(C)(C)NC(=O)NC(=O)COC(=O)Cn1c(C(F)(F)F)nc2ccccc21	-0.1	-1	-17	18	-23	-0.2	-4	3	14
COc1ccc(N2CCN(S(=O)(=O)c3cccc4cccnc34)CC2)cc1	3.5	8	-22	2	-4	-0.1	4	-4	1
C=CCNc1nc(-c2c(C)nc3sccn23)cs1	0.6	15	.	5	6	11	-11	-17	-3
Cn1c(=O)[nH]c(=O)c2c1nc(N1CCCCC1)n2CCSc1ncccn1	-0.7	9	-9	-11	-1	-1.0	3	-11	0
COc1ccc(/C(O)=C2/C(=O)C(=O)N(c3ncccn3)C2c2ccc(OC)c(OC)c2)cc1 (centres undefined)	0.5	-1	2	16	-16	0.4	-10	.	11
COC(=O)c1ccccc1N1C(=O)[C@@H]2C(c3ccc(F)cc3)=NO[C@@H]2C1=O	0.7	-6	-16	-1	0	-1.4	-3	6	-10
CCCC(C(=O)NC1CCCC1)N(CCCN1CCOCC1)C(=O)c1snc(C(N)=O)c1N (centres undefined)	-0.4	-10	-12	-16	-7	0.1	-17	5	0
COc1ccc(CN(Cc2ccccn2)C(=O)CN2C(=O)C(C)Oc3ccccc32)cc1 (centres undefined)	-0.7	2	7	-6	-14	-0.1	7	0	11
CCOc1c(C#N)c(C#N)c2nc(C)cc(C)n12	0.3	-6	-35	3	0	-0.2	10	2	10
COC(=O)c1ccccc1NC(=O)CSc1nnc(-c2cccc(NC(C)=O)c2)n1C	-0.5	9	3	-8	-13	-0.9	-10	-10	19
COc1ccc(C(C)=O)cc1COC(=O)c1ccc(S(=O)(=O)N2CCOCC2)cc1	-0.1	5	-6	-15	-12	-0.5	-1	9	6
CCC(=O)n1nc(-c2ccc(OC)cc2)nc1N	0.3	-5	9	-12	-1	-0.2	2	0	12
COc1cc2c(cc1OC)C(c1cc3cc(OC)c(OC)cc3[nH]c1=O)N(C(=O)C1CC1)CC2 (centres undefined)	-0.1	9	-15	-1	12	-0.1	5	0	11
CC(CCc1ccco1)NC(=O)Cn1ncc2c(=O)oc3ccccc3c21 (centres undefined)	-0.6	1	3	-5	-6	-0.4	-8	-18	14
c1ccc(Nc2c3c(nc4ncnn24)CCC3)cc1	-0.8	1	-7	-1	9	-0.2	5	-14	0
Cc1cn(C(=O)CN2C(=O)c3ccccc3C2=O)c(C)n1	-0.9	3	-6	-8	-8	0.3	-2	0	-6
COc1ccc(C(c2nnnn2Cc2cccs2)N2CCN(c3ccccc3)CC2)cc1OC (centres undefined)	-0.2	-14	12	27	-17	-1.9	-2	33	-8
COc1ccc(-c2cc(C(F)(F)F)nc(SCC(=O)NCc3ccco3)n2)cc1OC	0.6	-24	-23	7	-10	-0.3	7	-7	10
O=C(C1CCCCC1)N1CCN(C(=O)C2CCCCC2)CC1	-0.4	-15	11	-10	-8	-2.0	10	-1	26

Retrieved one by one from above (2):
SMILES	HTR1E agonist	SF1 activator	S1P1 ag pot	tolC growth inh	RORa activator	S1P3 ag	5HT1E antag	5-HT1A blocker	AP ELISA ortho
COc1ccc(CN(Cc2ccccn2)C(=O)CN2C(=O)C(C)Oc3ccccc32)cc1 (centres undefined)	-0.7	2	7	-6	-14	-0.1	7	0	11
CCC(=O)n1nc(-c2ccc(OC)cc2)nc1N	0.3	-5	9	-12	-1	-0.2	2	0	12

A draw from above in order of count of non-hydrogen atoms, lowest first:
SMILES	HTR1E agonist	SF1 activator	S1P1 ag pot	tolC growth inh	RORa activator	S1P3 ag	5HT1E antag	5-HT1A blocker	AP ELISA ortho
C=CCNc1nc(-c2c(C)nc3sccn23)cs1	0.6	15	.	5	6	11	-11	-17	-3
COc1ccc(C(C)=O)cc1COC(=O)c1ccc(S(=O)(=O)N2CCOCC2)cc1	-0.1	5	-6	-15	-12	-0.5	-1	9	6
COc1ccc(-c2cc(C(F)(F)F)nc(SCC(=O)NCc3ccco3)n2)cc1OC	0.6	-24	-23	7	-10	-0.3	7	-7	10

A stretch taken from the entries so far, for reference:
SMILES	HTR1E agonist	SF1 activator	S1P1 ag pot	tolC growth inh	RORa activator	S1P3 ag	5HT1E antag	5-HT1A blocker	AP ELISA ortho
CC1CCCCC1NC(=O)CN(C)S(=O)(=O)c1cccc2nsnc12 (centres undefined)	-0.1	14	-4	6	-18	-0.9	2	-2	3
O=C(CNS(=O)(=O)c1ccc(Br)s1)N1CCN(c2ncccn2)CC1	-0.9	-3	10	-8	4	-0.6	7	8	-15
O=C(Oc1cccnc1)c1cc2ccccc2oc1=O	0.5	-9	.	-17	6	-1.3	5	-2	4

Additional compounds
SMILES	HTR1E agonist	SF1 activator	S1P1 ag pot	tolC growth inh	RORa activator	S1P3 ag	5HT1E antag	5-HT1A blocker	AP ELISA ortho
CCOC(=O)C1CCCN(C(=O)c2ccc(CNc3c(N4CCC(C)CC4)c(=O)c3=O)cc2)C1 (centres undefined)	0.7	5	-6	12	-6	0.1	-2	10	25
COc1cccc(-n2nnc3c(=O)n(C/C=C/c4ccccc4)cnc32)c1	-0.3	7	-12	28	-3	0.0	-10	-15	10
C1CSC2(N1)C1CC3CC(C1)CC2C3 (centres undefined)	0.3	19	-28	-5	-21	0.7	-3	-2	12
CC1SC(=NC(=O)c2ccco2)NC1=O (centres undefined)	0.7	-11	-6	-3	1	0.2	3	-5	23
COc1ccc(S(=O)(=O)N(CC(=O)N2CCCC2)Cc2ccccc2)cc1	0.4	-21	10	7	-2	-2.3	5	4	-6
Cc1occc1C(=O)Nc1nn[nH]n1	0.0	14	.	-4	2	.	6	-11	2
Cc1cccc2cc(CN(Cc3ccco3)C(=O)c3cccs3)c(=O)[nH]c12	1.1	-4	-9	15	9	-0.6	4	7	-7
Cc1cc(C)cc(-c2nnc(SCC(=O)NCc3cccs3)o2)c1	-0.2	-3	.	15	-4	.	-6	9	11
COC(=O)c1cc(NC(=O)CSc2nc(C)cc(=O)[nH]2)cc(C(=O)OC)c1	-0.1	6	14	10	-14	-0.2	-3	-11	5
O=C(CCCc1nc(-c2ccccc2)no1)NCc1cccnc1	0.3	-2	-7	-12	4	0.2	-10	-7	2
COc1ccc(C(=O)N2CCC(C(=O)NCc3ccccn3)CC2)cc1	-0.7	-6	-4	-17	-14	0.5	4	-7	9
O=C(CCCCn1c(=O)[nH]c2ccccc2c1=O)NCCC1=CCCCC1	-0.2	18	4	5	-7	0.3	0	2	-4
COc1ccc2cc(CN(C(=O)Nc3ccccc3)C3CCCC3)c(=O)[nH]c2c1	0.5	-15	-5	-5	-32	0.4	-10	-4	3
CC(=O)Nc1ccc(OCC(O)CN2CCN(c3cc(Cl)ccc3C)CC2)cc1 (centres undefined)	-0.3	-5	0	33	-4	-0.1	9	18	8
CSc1nsc(SCC(=O)Nc2c(C)n(C)n(-c3ccccc3)c2=O)n1	0.0	-15	14	4	-17	-1.8	-7	-5	-14
Cc1ccc2cc(CNC(C)C)c(=O)[nH]c2c1	-0.2	-2	10	22	-11	-6.2	8	.	.
NC(=O)c1cc(Cc2ccccc2)sc1NC(=O)c1ccco1	-1.1	140*	10	57	80*	-0.9	12	2	16
COc1cc2c(cc1OC)-c1cc(NC3CCCCCC3)nc(=O)n1CC2	1.4	2	-55	16	-14	0.9	49*	13	7
CN(C1CCCCC1)S(=O)(=O)c1ccc(NC(=O)CCC(=O)O)cc1	0.6	2	-12	-8	-9	-0.9	-12	-18	17
Cc1cc(NC(=O)c2noc3c2CCCCC3)no1	1.5	39	-2	-18	58*	-0.1	-13	-1	-1
Cc1ccccc1NC(=O)c1cnc2ccccn2c1=O	-0.4	-16	-5	1	-54	-0.7	-5	4	12
O=C(CSc1ccc2nnc(-c3ccncc3)n2n1)Nc1ccc2c(c1)OCO2	0.1	-13	-8	-7	-15	-0.6	4	-2	11
COc1ccc2nc(SCC(=O)NC(C)(C)C)[nH]c2c1	0.0	13	8	-4	15	-0.3	-4	-11	15
O=C(O)Cn1ccnc1	-0.1	8	-16	-23	2	-0.6	-2	-6	2
COc1ccc(OC)c(NC(=O)CSc2nnc(-c3ccco3)n2-c2ccc(C(=O)O)cc2)c1	-0.7	-5	-9	5	4	-3.3	6	.	.

Additional results:
SMILES	HTR1E agonist	SF1 activator	S1P1 ag pot	tolC growth inh	RORa activator	S1P3 ag	5HT1E antag	5-HT1A blocker	AP ELISA ortho
Nn1cc(-c2ccccc2)nc1SCC(=O)NCCN1C(=O)CSC1=O	0.4	13	11	-10	1	0.2	3	2	20
CCCC(C(=O)NCC1CCCO1)N(Cc1ccco1)C(=O)CNS(=O)(=O)c1ccc(F)cc1 (centres undefined)	-1.1	-2	-17	-16	-13	0.1	-2	-1	6
CCOc1ccc(Cn2c(SCCCCC#N)nc3c2c(=O)n(C)c(=O)n3C)cc1OCC	0.1	-2	-12	7	25	-0.8	9	-6	13
CCCCOP(=O)(c1ccc(N(C)C)cc1)C(O)c1ccccc1F (centres undefined)	-0.4	-7	2	13	-7	-0.5	-1	17	-7
O=C(NCC1CCCO1)C1CCC(=O)N1CCc1ccccc1 (centres undefined)	-0.9	2	1	-24	19	0.1	1	-3	15
O=C(COc1cccc(NC(=O)c2ccco2)c1)c1ccccc1	-0.8	35	2	6	18	-0.3	4	5	1
CCNc1nc2c(c(=O)[nH]c(=O)n2C)n1CC(C)C	0.4	-21	-10	-7	-2	-1.4	13	10	10
